Screening data (PubChem)
GAA850 FXN act: FXN promoter activators, primary screen, cell-based, luciferase luminescence, HEK293 lucGAA850; HEK293 lucGAA850 FXN promoter luciferase reporter, 24 h; percent of 10 µM SAHA response; activation, % at 6 µM; 0.56% of 360,000 active;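 active = activation above the average of all compounds screened plus 3 SD, cutoff fixed separately per campaign, cut at about 7.5% in these data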;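 also: 0% = DMSO wells and 100% = 10 µM SAHA wells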
DAX1 inh-1: DAX1 (NR0B1) inhibitors on StAR promoter, primary screen, cell-based, luminescence, SF-1 (NR5A1), full-length DAX-1 | AID 652010, 2013 | HEK293T StAR-luciferase reporter, SF-1/DAX-1 repression relief | 1.1% of 370,000 active | inhibition, % at 6.8 µM;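 active = inhibition above the mean over all tested compounds plus 3 SD, cut at about 3.6% in these data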;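 also: 0% = DAX-1 cells with DMSO and 100% = cells lacking DAX-1 with DMSO; higher inhibition means more luminescence from relief of DAX-1 repression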
hcDAF-12 act: H. contortus DAF-12 nuclear receptor activators, primary screen, cell-based, luminescence, HEK293, lit1-tk-luc reporter. HEK293 hcDAF-12 lit1-tk-luc reporter; 0% DMSO, 100% Δ7-dafachronic acid. activation, % at 6.8 µM. 1.4% of 370,000 active. AID 652067, 2013;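 active = activation above the mean of all tested compounds plus 3 SD, cut at about 5.5% in these data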;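 also: 100% = response to 3 µM Δ7-dafachronic acid high control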
proKLK7 act: proKLK7 zymogen activators, primary screen, biochemical, fluorescence intensity. activation, % at 7 µM. purified proKLK7, EDANS-DABCYL substrate fluorescence; 100% is mature enzyme control, 0% vehicle. 0.9% of 370,000 active. Kallikrein-7 (Homo sapiens), P49862;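 active = activation above the mean of all tested compounds plus 3 SD, computed per campaign excluding outliers beyond control limits, cut at about 13% in these data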
Target sequence (P49862 whole entry, looked up): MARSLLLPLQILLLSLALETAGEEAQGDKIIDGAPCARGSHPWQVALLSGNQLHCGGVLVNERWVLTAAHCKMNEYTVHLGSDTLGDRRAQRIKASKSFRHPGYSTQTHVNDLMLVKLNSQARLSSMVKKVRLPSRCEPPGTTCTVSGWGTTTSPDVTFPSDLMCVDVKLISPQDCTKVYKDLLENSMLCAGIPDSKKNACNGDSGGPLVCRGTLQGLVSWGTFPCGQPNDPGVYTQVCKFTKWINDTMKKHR
DAX1 inh-2: DAX1 (NR0B1) inhibitors, primary screen, cell-based, HEK293, Gal4-DAX1, luciferase luminescence; HEK293 Gal4-DAX1 luciferase reporter; AID 504766, 2011; 0.99% of 340,000 active; inhibition, % at 6.75 µM;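 active = inhibition above the mean over all tested compounds plus 3 SD, cut at about 4.2% in these data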;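 also: 0% = DAX1-transfected cells with DMSO and 100% = empty-vector control cells with DMSO; inhibition shows as a rise in luminescence from relieved DAX1 repression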
Target sequence (P51843 207-470 limits assumed): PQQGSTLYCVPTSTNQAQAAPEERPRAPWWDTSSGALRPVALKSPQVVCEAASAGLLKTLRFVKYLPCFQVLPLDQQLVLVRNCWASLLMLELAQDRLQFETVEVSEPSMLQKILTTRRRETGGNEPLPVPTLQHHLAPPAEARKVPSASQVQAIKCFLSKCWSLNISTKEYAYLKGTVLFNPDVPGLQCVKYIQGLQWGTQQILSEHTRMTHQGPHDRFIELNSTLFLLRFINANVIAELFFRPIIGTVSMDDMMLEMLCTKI
NPR2 activator: human GC-B receptor activators, primary screen, HEK293 GC-B cells, cGMP TR-FRET, EC30 CNP; 0% at EC30 CNP, 100% saturating CNP; activation, % at 10 µM; 0.11% of 370,000 active; AID 1920062, 2024;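 active = activation at 10 µM reaching about 35% in either raw or pattern-adjusted values, limit read from the data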
HGIII-sPLA2 inh: human group III sPLA2 inhibitors, primary screen, biochemical, QFRET, BODIPY PC-A2 liposome substrate; QFRET BODIPY PC-A2 liposome hydrolysis, fluorescence; inhibition, % at 12.2 µM; 0.56% of 370,000 active;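 active = inhibition above mean plus 3 SD of compounds lying within the high and low control bounds, cut at about 19% in these data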;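 also: 0% = median of test compound wells and 100% = no enzyme DMSO wells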
SMARCA2 activ: SMARCA2 (BRM) function activators, primary screen, cell-based, luminescence, high throughput; AID 652017, 2013; activation, % at 9.1 µM; MG213 cells, MMTV-luciferase reporter, dexamethasone, overnight; 1% of 370,000 active; in the data active = activation above about 7.8%;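 also: 0% = vehicle wells and 100% = reference activator wells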
ssDAF12 agonist: S. stercoralis DAF-12 nuclear receptor activators, primary screen, cell-based, luminescence, HEK293, GRIP1 co-expression, lit1-tk-luc | Nuclear hormone receptor DAF-12 (Strongyloides stercoralis) | HEK293 ssDAF-12/GRIP1 lit1-tk-luc reporter; % of 3 µM dafachronic acid response | activation, % at 6.8 µM | 1% of 370,000 active;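 active = activation above the mean over all tested compounds plus 3 SD, cut at about 0.9% in these data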;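 also: 0% = DMSO-only wells and 100% = 3 µM delta7-dafachronic acid wells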
hgDAF12 agonist: H. glycines DAF-12 receptor agonists, primary screen, cell-based, luminescence, HEK293, GAL4 fusion, UAS-luciferase; activation, % at 6.8 µM; 1.8% of 370,000 active; Nuclear hormone receptor DAF-12 (Heterodera glycines), GAL4 fusion; HEK293 GAL4-hgDAF12 UAS-luciferase reporter, agonist luminescence; normalized to butyrate control;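 active = activation above a cutoff set at the mean of all screened compounds plus 3 SD, cut at about 10% in these data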;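 also: 0% = DMSO wells and 100% = sodium butyrate wells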
GC-A act: GC-A stimulated cGMP production enhancers – HEK293 GC-A cells, cGMP TR-FRET, EC30 ANP, primary screen; 0% at EC30 ANP, 100% saturating ANP; activation, % at 10 µM; 0.14% of 370,000 active; in the data active = activation above about 40%
Active calls of the source: *; nt = no result given.

no.	compound	ssDAF12 agonist	proKLK7 act	hcDAF-12 act	GAA850 FXN act	HGIII-sPLA2 inh	DAX1 inh-2	NPR2 activator	GC-A act	DAX1 inh-1	hgDAF12 agonist	SMARCA2 activ
1	CCc1ccc(-n2c(SCC(=O)Nc3ccc(C(=O)O)cc3)nnc2-c2ccncc2)cc1	-0.2	-0.5	0.3	nt	12	nt	3	0	1.3	-0.7	-5
2	CC(C)C[C@H](NC(=O)NCc1ccc(F)cc1)C(=O)O	-0.9	-0.6	1.3	1.2	-1	1.4	4	1	0.1	0.4	4
3	O=C(Nc1ccc(C(=O)N2CCCCC2)cc1)c1ccc([N+](=O)[O-])cc1	0.2	-0.2	0.0	0.5	-3	-0.8	-2	-1	-0.2	-0.5	-3
4	Cc1nn(-c2ccccc2)c(N2CCCC2)c1/C=N/NC(=O)c1cc2ccccc2cc1O	-1.4	-8.2	0.8	0.1	-8	-0.2	-5	5	-0.3	2.1	2
5	CCCCS/C(=C(/C#N)C(N)=O)c1cc2c([nH]1)CCCC2	-2.0	0.3	-0.9	-1.5	-17	-0.5	10	0	-1.4	1.7	-4
6	Cc1cc2oc(C(=O)NCC(c3ccco3)N3CCCC3)c(C)c2cc1C (stereo not given)	3.6*	-0.8	2.8	0.0	-10	1.7	-1	-4	2.2	4.3	1
7	O=C(COC(=O)CNC(=O)c1ccccc1F)NC12CC3CC(CC(C3)C1)C2	-1.1	0.8	-0.7	0.8	-10	0.7	3	0	1.5	-2.5	-2
8	CCCCCCN1C(=O)C(O)=C(C(C)=O)C1c1ccccc1[N+](=O)[O-] (stereo not given)	0.1	-2.3	2.7	1.8	-3	-0.4	-1	1	0.0	0.6	-5
9	CCC(C)[C@H](NC(=O)[C@@H]1Cc2ccccc2CN1)C(=O)NCc1ccc(C)cc1 (stereo not given in full)	-1.1	0.2	-0.4	-1.3	0	3.5	1	0	2.5	0.3	-4
10	Cc1ccc(-n2ncc3c(=O)n(CC(=O)OCc4ccccc4)cnc32)cc1	-1.3	0.0	-2.3	1.4	1	0.8	6	-4	-0.5	3.4	-2
11	O=C(Nc1cc(Cl)cc(Cl)c1)c1coc(=O)c(Br)c1	-1.8	-4.7	-0.3	2.2	7	1.1	6	13	0.2	0.1	-1
12	CN1CCN(C(=O)C2(NC(=O)NCc3ccccc3)CCCCC2)CC1	-0.9	-0.1	-1.1	1.7	0	0.4	1	0	-0.4	-0.6	1
13	Cc1ccc(C(=O)Nc2cccc(S(=O)(=O)N3CCCC3)c2)o1	-1.0	0.0	1.5	2.2	3	-0.2	0	0	-1.8	0.8	0
14	OC[C@@H]1CN(Cc2ccco2)C[C@H](n2cnc3c(NCc4ccc(F)cc4)ncnc32)O1	-1.8	0.0	-0.5	-2.1	-7	nt	0	1	0.8	-1.1	-1
15	CCOC1(c2ccccc2)OC(=O)c2ccccc21 (stereo not given)	-1.2	-0.1	-1.3	1.1	22*	0.8	2	-1	-0.2	0.9	-3
16	Brc1ccc(CNCc2cccs2)cc1	-1.2	-0.2	0.3	2.5	11	-0.2	-6	-2	-0.1	1.0	-2
17	CS(=O)(=O)c1cccc(-c2nnc(NC(=O)CCS(=O)(=O)c3ccccc3)o2)c1	-0.4	0.2	0.9	-0.1	4	4.6*	2	0	0.7	3.3	0
18	COc1ccccc1CC(=O)Nc1ccccc1C(=O)O	-1.2	-0.2	-0.8	-3.2	2	0.4	5	1	1.4	-1.6	-4
19	NC(=S)N/N=C/c1coc2ccc(F)cc2c1=O	-1.3	0.7	-1.1	-0.3	-5	nt	-4	0	-0.1	-0.1	-5
20	COc1cccc(-c2cc3nc(NCc4ccc5occc5c4)n(C)c(=O)c3s2)c1	-0.8	0.3	-0.8	2.0	-7	nt	-2	4	-0.2	2.9	-1

Given in transposed form: entries from further up
6) Cc1cc2oc(C(=O)NCC(c3ccco3)N3CCCC3)c(C)c2cc1C (stereo not given)
7) O=C(COC(=O)CNC(=O)c1ccccc1F)NC12CC3CC(CC(C3)C1)C2
8) CCCCCCN1C(=O)C(O)=C(C(C)=O)C1c1ccccc1[N+](=O)[O-] (stereo not given)
9) CCC(C)[C@H](NC(=O)[C@@H]1Cc2ccccc2CN1)C(=O)NCc1ccc(C)cc1 (stereo not given in full)
10) Cc1ccc(-n2ncc3c(=O)n(CC(=O)OCc4ccccc4)cnc32)cc1

compound no.	6	7	8	9	10
ssDAF12 agonist	3.6*	-1.1	0.1	-1.1	-1.3
proKLK7 act	-0.8	0.8	-2.3	0.2	0.0
hcDAF-12 act	2.8	-0.7	2.7	-0.4	-2.3
GAA850 FXN act	0.0	0.8	1.8	-1.3	1.4
HGIII-sPLA2 inh	-10	-10	-3	0	1
DAX1 inh-2	1.7	0.7	-0.4	3.5	0.8
NPR2 activator	-1	3	-1	1	6
GC-A act	-4	0	1	0	-4
DAX1 inh-1	2.2	1.5	0.0	2.5	-0.5
hgDAF12 agonist	4.3	-2.5	0.6	0.3	3.4
SMARCA2 activ	1	-2	-5	-4	-2

(cont.)
no.	compound	ssDAF12 agonist	proKLK7 act	hcDAF-12 act	GAA850 FXN act	HGIII-sPLA2 inh	DAX1 inh-2	NPR2 activator	GC-A act	DAX1 inh-1	hgDAF12 agonist	SMARCA2 activ
21	O=C(O)c1ccc(N/N=C/C=C/c2ccc([N+](=O)[O-])o2)cc1	-1.2	0.4	-0.2	-0.4	-3	-0.7	4	-7	-0.8	-0.3	-1
22	COC(=O)CSc1nc2sc3c(c2c(=O)n1-c1ccccc1)CCN(C)C3	-0.9	-11	-0.5	4.1	-2	1.5	5	13	-1.0	-0.4	1
23	OCCOCCNc1ncnc2c1c(-c1ccccc1)cn2-c1ccccc1	-1.1	0.2	-2.3	1.4	-5	0.0	-9	-6	-0.7	-1.2	-1
24	COc1ccc(C(=O)OCC(=O)NCc2ccccc2)c(OC)c1OC	-1.2	0.2	-2.3	-0.2	5	0.3	0	-2	-0.4	-2.1	1
25	CCC(C(=O)O)n1c2ccccc2c2cn[nH]c(=O)c21 (stereo not given)	1.0*	0.0	5.3	2.1	15	-0.9	1	-2	0.1	0.7	-3
26	NCCC(=O)N1c2ccccc2Sc2ccc(Cl)cc21	-0.9	0.0	-0.6	0.2	11	0.8	-33	-54	-0.3	-2.5	-2
27	CSC1=Nc2ccccc2N=C(N2CCCC2)C1	-1.1	-0.3	-1.1	nt	-5	nt	2	-2	1.0	1.1	0
28	CCN(CC(=O)Nc1c(F)cccc1F)C(=O)CSCC(=O)Nc1cc(C)on1	-1.1	0.1	0.3	-2.1	14	3.1	3	0	-1.6	-0.8	0
29	O=C1c2cc(F)ccc2-n2c1nc1ccccc1c2=O	-0.6	-0.1	-0.5	-0.3	-1	-0.9	-5	4	-0.6	-6.1	-1
30	CC(C)CCn1c(SCc2ccc(Cl)cc2)nc2c1c(=O)[nH]c(=O)n2C	-1.4	0.6	-0.5	6.3	0	-0.4	-11	1	0.0	-0.6	3
31	COn1c(=O)c(-c2cccs2)[n+]([O-])c2ccccc21	-0.9	-1.3	4.1	0.8	1	0.0	-2	-1	-0.4	7.1	-2
32	CCSC1(SCC)N=C(N)C2(C#N)C(c3ccccc3)NC3=C(CCC3)C12C#N (stereo not given)	-1.6	5.5	-0.8	-1.0	-3	-0.8	-15	-26	0.0	-0.3	0
33	COc1ccc(OC)c(S(=O)(=O)NCc2ccccc2)c1	-1.0	-0.1	0.1	-3.0	5	0.3	-7	2	0.5	0.9	-1
34	Cc1cccc(C)c1NC(=O)COC(=O)CCC(=O)c1cccs1	-1.6	0.2	-0.1	1.4	0	1.7	1	1	0.4	2.0	0
35	CCc1ccc(NC(=O)Nc2cnccn2)cc1	-0.6	0.8	4.3	5.8	-5	0.2	3	0	3.5	8.0	3
36	CCOc1ncccc1C(=O)Nc1ccccc1C(=O)NCc1ccc2c(c1)OCO2	-0.8	-0.2	2.4	0.1	1	0.1	5	3	0.7	1.5	-1
37	C=CCC[C@@H](Cc1ccc(F)cc1)C(=O)OC[C@@H](Cc1c[nH]c2ccccc12)NC(=O)[C@@H](CC=C)CC(=O)N[C@@H](CO)Cc1ccccc1	-1.4	-0.6	0.1	-10	-96	-1.1	-2	1	-2.5	-3.9	-2
38	CCOC(=O)C(C)n1cnc2scc(-c3ccc(C)cc3)c2c1=O (stereo not given)	-1.3	0.7	-2.3	1.6	-6	0.1	-2	1	-0.5	-1.8	-3
39	CN(CC(=O)Nc1ccccc1Br)C(=O)COc1cccc2c1OC(C)(C)C2	-1.1	0.1	-2.0	0.7	4	-0.9	5	-1	-0.1	0.4	-3
40	C=CCN1C(C(=O)OC)CN(Cc2cn(Cc3ccc(C)cc3)nn2)CCS1(=O)=O (stereo not given)	-1.2	0.2	-0.8	nt	3	nt	5	-2	0.1	-1.6	2
41	Oc1cccc(C2c3[nH]c4ccccc4c3CCN2Cc2ccoc2)c1 (stereo not given)	1.4*	2.4	4.5	-0.4	-20	1.2	-2	-2	0.9	0.0	-1
